From PubChem
UBC13 polyUb = inhibitors of human UBC13 polyubiquitin chain formation; inhibition, % at 20 µM; TR-FRET; P61088; 330,000 compounds, 0.47% hits; in the data active means inhibition above about 45%, passing the limit was not always enough
Target sequence (P61088 whole entry, looked up): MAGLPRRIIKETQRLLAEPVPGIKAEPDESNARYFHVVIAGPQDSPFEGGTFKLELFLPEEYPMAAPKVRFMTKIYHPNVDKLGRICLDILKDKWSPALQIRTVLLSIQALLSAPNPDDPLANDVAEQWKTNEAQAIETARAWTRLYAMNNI
EBI2 block = EBI2 (human) antagonism; inhibition, % at 5 µM; EBI2 beta-arrestin recruitment, luminescence, 7a,25-OHC stimulated; AID 651636; P32249; 360,000 compounds, 0.81% hits; in the data active means inhibition above about 38%;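 further: enzyme fragment complementation signal reports receptor beta-arrestin coupling in cells; 0% = agonist plus DMSO wells and 100% = wells without agonist; some results beyond the cut were filed as inactive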
Target sequence (P32249 whole entry, looked up, the tested form may be a part): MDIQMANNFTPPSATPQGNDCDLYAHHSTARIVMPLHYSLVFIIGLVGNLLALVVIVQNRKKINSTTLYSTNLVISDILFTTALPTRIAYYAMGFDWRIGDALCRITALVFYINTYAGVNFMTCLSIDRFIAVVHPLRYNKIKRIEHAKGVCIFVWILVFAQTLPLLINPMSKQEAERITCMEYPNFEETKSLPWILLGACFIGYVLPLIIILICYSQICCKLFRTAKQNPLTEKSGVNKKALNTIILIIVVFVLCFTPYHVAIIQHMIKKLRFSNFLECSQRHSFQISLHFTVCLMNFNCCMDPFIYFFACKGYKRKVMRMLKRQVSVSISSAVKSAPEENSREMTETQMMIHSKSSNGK
CCR6 antagonist = blocks CCL20-driven beta-arrestin recruitment at human CCR6; P51684; CHO-K1 CCR6 PathHunter beta-arrestin, luminescence, CCL20-stimulated; 340,000 compounds, 0.49% hits; inhibition, % at 20 µM;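 active means compounds whose inhibition of the agonist-driven luminescence signal at 20 µM reaches about 50%, limit read from the data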;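 further: cells stimulated with CCL20 at 14 nM final; plate controls were DMSO with CCL20 for no effect and DMSO without agonist for full effect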
Gli-Sufu antag = Gli-Sufu pathway antagonism. inhibition, % at 5 µM. 340,000 compounds, 0.74% hits. Sufu-KO-LIGHT fibroblasts, Gli luciferase reporter luminescence;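 active means inhibition above about 55%, limit read from the data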;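 further: 0% = DMSO-treated cells and 100% = wells with medium but no cells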
Jurkat NFkB inh = inhibitors of the PMA/ionomycin-induced NF-kB reporter in Jurkat cells | PMA/ionomycin-induced NF-kB luciferase reporter, luminescence | inhibition, % at 4 µM | 330,000 compounds, 0.53% hits | AID 435003; in the data active means inhibition above about 50%
APJ antag = antagonists of human APJ apelin receptor; P35414; CHO-K1 APJ beta-arrestin complementation, luminescence; inhibition, % at 20 µM; 330,000 compounds, 0.32% hits; AID 2521;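 active means inhibition above about 40% at 20 µM, limit read from the data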;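 further: cells challenged with 10 nM apelin-13 agonist together with compound; plate controls were apelin-13 plus DMSO wells for no effect and DMSO wells lacking apelin-13 for full effect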
CXCR6 inh = blocks human CXCR6 beta-arrestin recruitment. 360,000 compounds, 0.36% hits. CHO-K1 PathHunter CXCR6 beta-arrestin, luminescence. inhibition, % at 20 µM. AID 602244. O00574; in the data active means inhibition above about 34%, passing the limit was not always enough;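 further: antagonist mode with CXCL16 agonist at 10 nM final; 0% = 10 nM CXCL16 with DMSO and 100% = unstimulated wells without agonist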
Target sequence (O00574 whole entry, looked up): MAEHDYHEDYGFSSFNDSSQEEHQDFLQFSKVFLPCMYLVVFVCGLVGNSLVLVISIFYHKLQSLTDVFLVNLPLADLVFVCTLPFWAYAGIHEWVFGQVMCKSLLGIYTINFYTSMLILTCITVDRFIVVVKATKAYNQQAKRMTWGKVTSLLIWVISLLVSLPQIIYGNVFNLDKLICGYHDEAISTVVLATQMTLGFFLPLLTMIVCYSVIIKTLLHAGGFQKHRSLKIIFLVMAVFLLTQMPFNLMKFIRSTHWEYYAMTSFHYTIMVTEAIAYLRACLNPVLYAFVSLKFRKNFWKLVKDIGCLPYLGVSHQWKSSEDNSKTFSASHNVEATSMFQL
697 NFkB inh = inhibitors of the PMA/ionomycin-induced NF-kB reporter in 697 B cells; inhibition, % at 4 µM; 697 B-cell NF-kB luciferase reporter, 16 h; 330,000 compounds, 0.33% hits; in the data active means inhibition above about 35%
* = called active by the depositor; · = no result given.

item	Molecule	UBC13 polyUb	EBI2 block	CCR6 antagonist	Gli-Sufu antag	Jurkat NFkB inh	APJ antag	CXCR6 inh	697 NFkB inh
1	CCCCN1C(=O)/C(=c2\sc3nc(=O)c(-c4ccccc4)nn3c2=O)c2ccccc21	-4	2	-5	0	-10	11	4	4
2	CC(C)(C)C(=O)NC(=S)NCc1ccccc1	-1	-7	9	8	16	2	-6	-12
3	CC(C)(C)c1ccc(OCC(=O)NNC(=O)CCc2ccccc2)cc1	-4	9	2	8	4	10	4	-11
4	Cc1cc(=O)[nH]c(=S)[nH]1	7	-8	0	4	-5	0	-12	9
5	NC(=O)c1noc(C(=O)N(CC(=O)NC2CCCC2)Cc2ccc3c(c2)OCO3)c1N	-1	-10	0	-1	3	8	-12	24
6	CCOC(=O)CSc1nc(C)c(C(=O)OCC)s1	2	-5	-11	-5	-1	-2	-5	7
7	CCOC(=O)Cn1nc(-c2ccc(Cl)cc2)cc1N	-6	-3	1	-12	-7	13	-14	13
8	CC1CCc2nc(N)c(C#N)c(-c3cccnc3)c2C1 (stereo unspecified)	7	4	-6	-12	32	7	-2	-7
9	Cc1ccc(NC(=O)CSc2nnc(-c3cnccn3)n2C)cc1C	3	-19	-44	1	6	2	1	6
10	Nn1c(SCC(=O)NCCc2ccc(S(N)(=O)=O)cc2)nnc1C1CCCCC1	3	-9	7	-6	-3	-12	-8	12
11	CCN(CC1CCCO1)C(=O)c1cc(COc2ccccc2SC)on1 (stereo unspecified)	-14	7	13	-2	-31	-43	-8	-65
12	O=C(Nc1cccc(F)c1)c1cc(S(=O)(=O)N2CCC3(CC2)OCCO3)ccc1F	13	·	·	·	-3	4	·	1
13	COC(=O)c1ccccc1Oc1cc(C(F)(F)F)nc(-c2ccccn2)n1	0	-4	23	1	-1	24	2	-12
14	CCNc1ccc(S(=O)(=O)C(F)(F)F)cc1NC(=O)C12CCC(CC1)C2	-4	-6	15	2	-15	7	-2	-37
15	C=CCn1c(SC(C)CC)nc(O)cc1=O (stereo unspecified)	-8	2	-28	-4	-12	-26	-16	-12
16	CSc1cc(-c2ccc(Cl)cc2)n(Cc2ccccc2)c(=O)c1C#N	11	4	9	1	3	-2	2	11
17	O=C(C1=C[C@H](c2ccccc2)C[C@H](OCCCCO)O1)N1CCN(Cc2ccccc2)CC1	4	7	8	5	11	7	-2	4
18	CN(C)c1ccc(/C=N/N(Cc2ccccc2)c2ccccc2)cc1	2	9	5	-6	8	10	-3	-35
19	CC(=O)NC(C)(CC(=O)c1ccccc1)c1ccccc1 (stereo unspecified)	0	-5	1	2	0	16	8	18
20	COC(=O)c1cscc1S(=O)(=O)Cc1ccccc1	3	-3	-2	-1	11	10	5	9
21	O=C(Nc1ccccc1Cl)NC1(C(=O)NCC2CCCO2)CCCCC1 (stereo unspecified)	6	-11	-4	20	-1	-7	2	-2
22	O=C(CCc1ccc(S(=O)(=O)N2CCOCC2)cc1)Nc1c(F)cccc1F	-6	-9	-2	-3	1	-2	6	9
23	O=C(CNC(=O)c1[nH]cnc1C(=O)N[C@@H](Cc1ccccc1)C(=O)OCc1ccccc1)OCc1ccccc1	-25	-11	-4	6	-3	-23	-17	-7
24	CCc1nnc(N2CCN(c3ncnc4c3oc3ccccc34)CC2)s1	·	-1	-8	30	·	·	-7	·
25	CCCn1cnnc1CNC(=O)C1CCC(=O)N(CCc2ccc(OC)cc2)C1 (stereo unspecified)	-5	-3	6	-8	3	4	-8	-17

Continued; the last 3 above are carried over.
| cpd | Molecule | UBC13 polyUb | EBI2 block | CCR6 antagonist | Gli-Sufu antag | Jurkat NFkB inh | APJ antag | CXCR6 inh | 697 NFkB inh |
| --- | --- | --- | --- | --- | --- | --- | --- | --- | --- |
| 23 | O=C(CNC(=O)c1[nH]cnc1C(=O)N[C@@H](Cc1ccccc1)C(=O)OCc1ccccc1)OCc1ccccc1 | -25 | -11 | -4 | 6 | -3 | -23 | -17 | -7 |
| 24 | CCc1nnc(N2CCN(c3ncnc4c3oc3ccccc34)CC2)s1 | · | -1 | -8 | 30 | · | · | -7 | · |
| 25 | CCCn1cnnc1CNC(=O)C1CCC(=O)N(CCc2ccc(OC)cc2)C1 (stereo unspecified) | -5 | -3 | 6 | -8 | 3 | 4 | -8 | -17 |
| 26 | COc1cccc(CNC(=O)CN(C)S(=O)(=O)c2ccc3c(c2)c(=O)n(C)c(=O)n3C)c1 | -12 | -2 | -10 | 0 | 4 | 17 | -4 | 15 |
| 27 | Cc1cc(C(F)(F)Cl)n2ncc(-c3ccccn3)c2n1 | 4 | -4 | 5 | 1 | -5 | 2 | 9 | -2 |
| 28 | COc1ccc(C(=O)O)cc1S(=O)(=O)Nc1ccccc1Cc1ccccc1 | 5 | 6 | 5 | -32 | -3 | -1 | 2 | 13 |
| 29 | COc1ccc(NC(=O)CCCN(C)S(=O)(=O)c2ccc(C)cc2)cc1 | -8 | 6 | 5 | -3 | 18 | -20 | 4 | 11 |
| 30 | C=CCN1C(=O)C(CC(=O)O)SC1=Nc1cccc([N+](=O)[O-])c1 (stereo unspecified) | -15 | -6 | -5 | 3 | -16 | 10 | 3 | -1 |
| 31 | O=C1CN(C(=O)c2c(F)cccc2F)C(c2ccccc2)c2cc(Br)ccc2N1 (stereo unspecified) | -1 | 7 | 15 | 7 | -12 | 8 | 2 | 6 |
| 32 | Cc1ccc(NC(=O)c2cc(-c3ccc4c(c3)OCO4)on2)cc1C | 16 | 12 | 15 | -2 | 12 | -17 | -1 | -9 |
| 33 | COCCNc1nc2sc3c(c2c(=O)n1Cc1ccco1)CCCCC3 | 16 | · | 2 | -56 | -69 | 7 | · | -167 |
| 34 | O=C1NC(c2ccccc2)=C(c2ccc3ccccc3n2)C(c2ccncc2)N1 (stereo unspecified) | 4 | 1 | -1 | 2 | 0 | -13 | 1 | 1 |
| 35 | Cn1c(=O)[nH]c(=O)c2c1nc(N1CCOCC1)n2CC(O)COc1ccc2ccccc2c1 (stereo unspecified) | -6 | 6 | -3 | -3 | -19 | -5 | -2 | -6 |
| 36 | Cc1ccc(N(C)S(=O)(=O)c2ccc3c(c2)CC(C)N3C(=O)C2CC2)cc1 (stereo unspecified) | 2 | 0 | 12 | 8 | 21 | 10 | 13 | -15 |
| 37 | O=C(NCCN1C(=O)CCC1=O)c1ccncc1 | 0 | 3 | -3 | 3 | -3 | 17 | -1 | 9 |
| 38 | O=C(NCc1cccnc1)c1cccn1-c1ncc(C(F)(F)F)cc1Cl | 2 | -4 | -4 | 5 | -13 | -19 | 7 | -7 |
| 39 | C=CCn1c(SCC(=O)c2c(N)n(C3CC3)c(=O)[nH]c2=O)nnc1-c1ccoc1C | 4 | -12 | -5 | -15 | -3 | 8 | 2 | 8 |
| 40 | CC(C)CN(C(=O)CSc1nc(-c2ccccc2)cn1N)c1c(N)n(Cc2ccccc2)c(=O)[nH]c1=O | 1 | -6 | -7 | -12 | -18 | -14 | -1 | -20 |
| 41 | C/C(=N/NC(=O)c1ccccn1)c1ccco1 | -6 | -8 | -4 | -18 | -39 | -12 | 4 | -33 |
| 42 | O=C1c2ccccc2C(O)(c2ccccc2)N1CCc1ccccc1 (stereo unspecified) | -10 | 10 | 19 | 5 | -11 | 11 | 12 | -28 |
| 43 | CC(C)(C)c1ccc(C(=O)NCCC(=O)NC2=NCCS2)cc1 | -8 | -15 | 15 | -14 | -19 | 3 | 6 | -11 |
| 44 | O=C(Nc1ccc(-c2nnn(CC(=O)N3CCN(C(=O)c4ccco4)CC3)n2)cc1)c1ccccc1F | 6 | · | · | · | -10 | -6 | · | -16 |
| 45 | Cn1c(=O)c2c(nc(Cl)n2CCOc2ccccc2)n(C)c1=O | -3 | -4 | -2 | 12 | 6 | -8 | -14 | -37 |
| 46 | OCC[C@H]1C[C@@H](O)[C@H](O)[C@@]2(CCCCO2)O1 | 1 | -2 | 1 | -1 | 32 | 14 | -1 | 13 |
| 47 | NC(=O)C1(C(N)=O)OC1c1ccccc1 (stereo unspecified) | 15 | 12 | -2 | -2 | -4 | -10 | 9 | 14 |
| 48 | COc1cccc(C(C(=O)NC2CCCCC2)N(C(=O)c2cccs2)c2ccc3c(c2)OCO3)c1 (stereo unspecified) | -1 | 48* | 19 | 7 | -17 | 11 | 4 | 17 |
| 49 | O=C(CNS(=O)(=O)c1ccccc1)NCc1ccccn1 | -13 | -2 | 9 | 1 | -12 | 3 | 4 | -9 |
| 50 | O=C(NC1CCCCC1)c1cc(C(=O)c2ccccc2Br)c[nH]1 | 15 | -1 | 5 | -3 | 4 | 0 | -5 | -18 |
| 51 | O=c1cc(-c2ccc(Cl)c(Cl)c2)[nH][nH]1 | -13 | -8 | 10 | -15 | 6 | 24 | 6 | -6 |
| 52 | O=C1NN=C(c2ccccc2)C1Cc1ccccc1 (stereo unspecified) | · | 2 | 5 | 12 | · | · | 3 | · |
| 53 | COc1ccc(NC(=O)CN2CCN(c3c(C)cc(C)cc3C)CC2)cc1 | 3 | -2 | 7 | 30 | -3 | 19 | 14 | 4 |
| 54 | CN(C)c1ccc(/C=N/NC(=O)CNC(=O)/C=C/c2ccco2)cc1 | -11 | 8 | 4 | 0 | 8 | -9 | 0 | -2 |
| 55 | CC(C)n1nc(Cc2cccc3ccccc23)c(C#N)c1N | 11 | 7 | 1 | 27 | 3 | -1 | 2 | 5 |
| 56 | CC1(C)C2CC[C@]3(C)C(CC=C4[C@@H]5C[C@@](C)(CO)[C@@H](O)C[C@]5(C(=O)O)CC[C@]43C)[C@@]2(C)CC[C@@H]1O (stereo partly specified) | 4 | 4 | -2 | -2 | 10 | -8 | 0 | -3 |

A different layout for part of the listing above.
9: Cc1ccc(NC(=O)CSc2nnc(-c3cnccn3)n2C)cc1C
10: Nn1c(SCC(=O)NCCc2ccc(S(N)(=O)=O)cc2)nnc1C1CCCCC1
11: CCN(CC1CCCO1)C(=O)c1cc(COc2ccccc2SC)on1 (stereo unspecified)
12: O=C(Nc1cccc(F)c1)c1cc(S(=O)(=O)N2CCC3(CC2)OCCO3)ccc1F
13: COC(=O)c1ccccc1Oc1cc(C(F)(F)F)nc(-c2ccccn2)n1
14: CCNc1ccc(S(=O)(=O)C(F)(F)F)cc1NC(=O)C12CCC(CC1)C2

Compound | 9 | 10 | 11 | 12 | 13 | 14
UBC13 polyUb | 3 | 3 | -14 | 13 | 0 | -4
EBI2 block | -19 | -9 | 7 | · | -4 | -6
CCR6 antagonist | -44 | 7 | 13 | · | 23 | 15
Gli-Sufu antag | 1 | -6 | -2 | · | 1 | 2
Jurkat NFkB inh | 6 | -3 | -31 | -3 | -1 | -15
APJ antag | 2 | -12 | -43 | 4 | 24 | 7
CXCR6 inh | 1 | -8 | -8 | · | 2 | -2
697 NFkB inh | 6 | 12 | -65 | 1 | -12 | -37

Not a hit list; about 3% have a hit in one of these screens.
